Bioassay records as filed in PubChem BioAssay.
MEKK2mut PB1 HTS – signal of MEK5 binding to mutant human MEKK2 PB1 domain; percent response, % at 10 µM; AID 1530; 290,000 compounds, 0.35% hits; bead flow cytometry, Alexa488-MEK5 binding to MEKK2 mutant; in the data active = percent response above about 24%, passing the limit was not always enough; also: inactives centre near 1; some results filed as inactive read as strong as hits
VIM-2 inh – blocks Pseudomonas aeruginosa VIM-2 metallo-beta-lactamase. purified VIM-2, nitrocefin hydrolysis, epi-absorbance fluorescence. inhibition, % at 5.6 µM. 290,000 compounds, 0.89% hits;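 active = inhibition above the mean of all tested compounds plus 3 SD, cutoff set per screening run, cut at about 7.5% in these data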;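 also: red hydrolysis product quenches plate fluorescence so inhibitors raise well fluorescence; 0% = enzyme with DMSO and 100% = DMSO without enzyme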
M18AAP inhibitor – PfM18AAP enzyme inhibition; recombinant PfM18AAP, H-Glu-NHMec fluorogenic cleavage; inhibition, % at 7.35 µM; 290,000 compounds, 1.2% hits;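 active = inhibition above the campaign mean inhibition over all tested compounds plus 3 SD, cut at about 28% in these data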;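 also: 0% = plate median of test compound wells and 100% = 2 mM ZnCl2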
SUMO HTRF inh – inhibitors of human SUMOylation (UBC9) | AID 2006 | inhibition, % at 35 µM | P63279 | 290,000 compounds, 0.36% hits | HTRF SUMOylation assay, SAE1/SAE2 + UBC9, in vitro; in the data active = inhibition above about 50%, passing the limit was not always enough; also: strong numbers were not always called active
Target sequence (P63279 whole entry, looked up): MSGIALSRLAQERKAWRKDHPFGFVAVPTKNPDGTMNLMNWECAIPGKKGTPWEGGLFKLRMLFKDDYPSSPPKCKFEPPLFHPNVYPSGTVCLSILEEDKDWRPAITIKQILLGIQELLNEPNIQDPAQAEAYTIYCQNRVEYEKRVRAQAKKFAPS
DNA FID counter – fluorescent intercalator displacement, NS3 helicase counter-screen; DNA fluorescent intercalator displacement, fluorescence; inhibition, % at 7.9 µM; 290,000 compounds, 0.17% hits; in the data active = inhibition above about 37%;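 also: 0% = vehicle and 100% = reference compound; higher means more ethidium bromide displaced from hairpin DNA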
IMP-1 inhibitor – blocks Pseudomonas aeruginosa IMP-1 metallo-beta-lactamase; purified IMP-1, nitrocefin hydrolysis, epi-absorbance fluorescence; inhibition, % at 5.6 µM; 290,000 compounds, 0.45% hits; AID 1556;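 active = inhibition above the mean plus 3 SD of all compounds in the same screening run, cut at about 4.5% in these data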;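 also: 0% = IMP-1 with DMSO and 100% = DMSO wells lacking enzyme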
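System: purified recombinant IMP-1 beta-lactamase. Medium: Zinc- and detergent-supplemented HEPES buffer, pH 7.1. Compound: one 5.6 µM dose […]. Schedule: 15 min preincubation plus 25 min reaction at 25 °C. Technique: Epi-absorbance fluorescence, 480 nm excitation, 530 nm emission.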
NALP1 yeast inh – NALP1 inhibition. S. cerevisiae NALP1/ASC/caspase-1 growth, X-gal OD620, 72 h. inhibition, % at 10 µM. 280,000 compounds, 0.61% hits. AID 2071; in the data active = inhibition mostly above about 24%, no sharp cut-off; inactive = mostly below about 32%; also: some compounds called inactive have numbers as strong as hits
MEKK2wt PB1 HTS – raises or lowers MEK5 binding to wildtype human MEKK2 PB1 domain; Q9Y2U5; 290,000 compounds, 1.1% hits; bead flow cytometry, Alexa488-MEK5 binding to MEKK2 WT; actives lie on both sides; binding response (% of control), % at 10 µM; in the data active = binding response below about 67% or above about 130%
HCV NS3 hel inh – blocks Hepatitis C virus NS3 helicase unwinding. NS3 helicase DNA unwinding, Cy5 molecular beacon fluorescence. inhibition, % at 10.9 µM. 290,000 compounds, 0.56% hits. AID 1800;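 active = inhibition above the mean of all tested compounds plus 3 SD, set per campaign, cut at about 35% in these data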;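 also: 0% = DMSO wells and 100% = thioflavine S control wells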
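System: HCV NS3 helicase fragment; control set: DMSO and thioflavine S; technique: Cy5 fluorescence at 0 and 60 min, beacon hairpin quenching; reagent: beacon DNA duplex substrate plus ATP; replicates: singlicate; schedule: 1 h reaction at 25 °C, ATP-initiated; medium: MOPS buffer pH 6.5 with MgCl2, DTT, Tween20, BSA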
* marks the source's active call; other numbers are inactive results; . = no result given; & = joins results of further samples.

1) COc1ccc(N2CCN(S(=O)(=O)CCNC(=O)C3CC(=O)N(c4ccccc4)C3)CC2)cc1 (stereo not drawn)
2) Cc1cc(NC(=O)CC(C)(C)C)nc2c1c(=O)oc1ccccc12
3) O=C(O)c1ccc(Oc2ccccc2)o1
4) Cc1ccc(NC(=O)CN2CCN(CCN=CC3=C(O)CC(C)(C)CC3=O)CC2)cc1
5) CCC(=O)Nc1nc(C)c(C(=O)N2CCCCC2)s1
6) O=C(c1ccc(OC2CCN(Cc3cccc(F)c3)CC2)cc1)N1CCCCC1
7) Cc1nc(NCCc2ccccc2)sc1C(=O)N(C)C
8) Cc1ccc(NC(=O)CSc2ccc(-c3ccccn3)nn2)cc1F

Compound	1	2	3	4	5	6	7	8
MEKK2mut PB1 HTS	5	3&-3	4	2	7	7	-2	5
VIM-2 inh	-7.2	-0.8	-1.3	-2.3	-4.3	-3.2	-4.1	-1.0
M18AAP inhibitor	-3	0	14	-5	0	4	20	11
SUMO HTRF inh	8	-2	-3	32	8	-4	-2	-24
DNA FID counter	-6	-1	3	-14	-8	-3	-14	-17
IMP-1 inhibitor	-3.0	0.2	-3.3	-1.9	-2.9	-3.5	-1.5	-4.9
NALP1 yeast inh	6	1	13	32	-5	13	18	-5
MEKK2wt PB1 HTS	102	100&98	102	98	109	106	103	104
HCV NS3 hel inh	-13	6	-7	2	-3	-7	0	-93

9) CC1(C)OC(=O)N(c2cccnc2)C1(C)O (stereo not drawn)
10) O=C(/C=C/Sc1ncn[nH]1)c1ccc(Cl)cc1
11) Cc1onc(-c2c(Cl)cccc2Cl)c1C(=O)N=C(N)N1CC(C)OC(C)C1 (stereo not drawn)
12) CC(=O)C1=C(O)C(=O)N(c2ccc(C(=O)O)cc2)C1c1ccc([N+](=O)[O-])cc1 (stereo not drawn)
13) C=CCn1cccc(C(=O)Nc2ccc(OC)c(Cl)c2)c1=O
14) CN(C)c1cc(-c2cccc([N+](=O)[O-])c2)oc(=O)c1Cl
15) Cc1ccc(NC(=O)CN2CCC3(O)CCCCC3C2c2ccc3c(c2)OCO3)c(C)c1 (stereo not drawn)
16) O=C(CCC(=O)c1ccc(F)cc1)Nc1cccc(Br)c1

Compound	9	10	11	12	13	14	15	16
MEKK2mut PB1 HTS	-2	5	-4	0	3	-7	5	-7
VIM-2 inh	-0.8	-1.0	-1.3	0.7	-0.5	1.9	-0.6	0.2
M18AAP inhibitor	-4	-164	7	5	18	-1	-9	6
SUMO HTRF inh	-10	-3	2	5	-1	2	4	3
DNA FID counter	0	-6	-18	0	-16	2	-6	-6
IMP-1 inhibitor	-3.4	-2.2	-2.2	0.3	-0.8	-0.7	2.9	1.3
NALP1 yeast inh	-1	17	-25	24	27	-4	-8	10
MEKK2wt PB1 HTS	100	99	93	103	104	84	104	93
HCV NS3 hel inh	0	3	-5	-1	7	-2	-25	-1

17) COCC(C)OC(=O)c1c(N)n(-c2ccc(OC)c(OC)c2)c2nc3ccccc3nc12 (stereo not drawn)
18) O=C(Cn1nc(-c2ccccc2)c2ccccc2c1=O)Nc1ccc(O)cc1
19) Cc1ccc(CN2C(=O)CCC2C(=O)NCc2ccccc2Cl)cc1 (stereo not drawn)
20) Cc1ccc(-c2nc3c4ccccc4ccn3c2CN2CCCCC2)cc1
21) COc1ccc(S(=O)(=O)N2CCOCC2)cc1C(=O)N1CCCC1
22) Cc1c(C(=O)NCc2ccccn2)sc2nc(-c3ccc(F)cc3)cn12
23) COc1cccc(NS(=O)(=O)c2c(C)n(C)c(=O)n(C)c2=O)c1
24) Nc1ccccc1SCC(=O)Nc1cccc2ccccc12

Compound	17	18	19	20	21	22	23	24
MEKK2mut PB1 HTS	-5	-4	1	0	-4	-2	4	7
VIM-2 inh	-2.2	-2.7	-4.2	-3.2	0.6	-2.3	-3.1	-2.8
M18AAP inhibitor	-9	3	0	1	-4	-5	-1	3
SUMO HTRF inh	17	22	6	13	12	-10	9	-4
DNA FID counter	-3	2	-31	4	-4	-17	0	-5
IMP-1 inhibitor	-2.5	-2.5	-0.8	-5.7	1.3	-5.1	-2.8	-5.7
NALP1 yeast inh	5	.	16	.	6	6	14	-1
MEKK2wt PB1 HTS	95	100	103	99	97	94	105	104
HCV NS3 hel inh	-13	10	7	-41	1	-3	-5	11

25) COc1ccccc1C(=O)Nc1ccnn1C1CCN(Cc2csc(C(C)=O)c2)CC1
26) COCCn1c(NCc2ccc(C)cc2)nc2c1c(=O)[nH]c(=O)n2C
27) COc1ccc(O)c(-c2[nH]ncc2C(=O)c2cccc(C)c2)c1
28) Cc1cc(C(=O)Nc2ccc(S(=O)(=O)N3CCOCC3)cc2)c(C)o1
29) Nc1cccc(-c2cc3ccccc3oc2=O)c1
30) COC(=O)[C@H](C)NC(=O)NCc1ccc(F)cc1
31) O=C(Nc1ccccc1F)c1ccc(CSc2ncccn2)cc1
32) COc1ccc(CC(=O)Nc2c3c(nn2-c2cccc(Cl)c2)CS(=O)(=O)C3)cc1

Compound	25	26	27	28	29	30	31	32
MEKK2mut PB1 HTS	-2	-6	6	-1	-5	-3	3	2
VIM-2 inh	-2.8	0.1	-1.3	-0.8	-1.4	-2.5	-2.3	-1.7
M18AAP inhibitor	1	-2	10	-5	9	-3	2	3
SUMO HTRF inh	3	8	-12	11	10	5	5	14
DNA FID counter	-7	-7	-6	-8	-3	-5	-8	-8
IMP-1 inhibitor	-1.9	-3.8	5.1*	-1.7	-1.7	-6.0	-2.3	0.3
NALP1 yeast inh	20	13	3	.	7	16	6	-4
MEKK2wt PB1 HTS	100	89	103	98	97	92	100	102
HCV NS3 hel inh	-1	5	6	-4	0	-3	-8	9

33) CN(C)S(=O)(=O)c1ccc(C(=O)Nc2nnc(SCc3cccc(F)c3)s2)cc1
34) COC(=O)[C@@H](NC(=O)Nc1ccc(OC)cc1)C(C)C
35) O=C(N/N=C1\CCc2ccccc21)c1ccncc1
36) CCCCNC(=O)c1onc(CSc2ccc(OC)cc2)c1C(=O)O
37) COc1ccc2cc(CN(CC3COCCO3)S(=O)(=O)c3c(C)cc(C)cc3C)c(=O)[nH]c2c1 (stereo not drawn)
38) COc1ccc(-n2nnnc2SC(C)C(N)=O)cc1 (stereo not drawn)
39) Cc1ccc2occ(/C=N/NC(=O)c3ccc(O)cc3)c(=O)c2c1
40) Cc1cc(CN(C)C(=O)c2ccc3nc(Cc4ccccc4F)oc3c2)on1

Compound	33	34	35	36	37	38	39	40
MEKK2mut PB1 HTS	0	5	-5	-5	0	6	-1	5
VIM-2 inh	-3.3	-0.4	-0.7	-0.4	-1.8	-3.6	-7.0	-2.3
M18AAP inhibitor	0	4	4	3	-3	-5	9	1
SUMO HTRF inh	26	20	0	26	13	22	4	7
DNA FID counter	-4	4	-1	-26	6	0	-7	-32
IMP-1 inhibitor	-3.1	-3.1	-1.7	-0.7	0.4	-2.0	4.1	-2.4
NALP1 yeast inh	21	20	25	-4	3	-8	-32	6
MEKK2wt PB1 HTS	104	102	94	97	99	110	96	104
HCV NS3 hel inh	-5	6	-7	6	-4	8	8	-6

41) COc1ccccc1NC(=O)CC(c1ccc(F)cc1)c1ccco1 (stereo not drawn)
42) CNc1oc(-c2ccc(OCc3ccccc3)cc2)nc1C#N
43) O=c1[nH]c(CSc2ncc(C(F)(F)F)cc2Cl)nc2ccccc12
44) O=C(COC(=O)Cc1ccsc1)NCC12CC3CC(CC(C3)C1)C2
45) N#Cc1c(NCCCO)nc(-c2ccco2)c2c1CCCC2
46) C/C(=N\NC(=S)NC(C)C)c1ccc(Cl)c([N+](=O)[O-])c1
47) CCOC(=O)Cc1cc(-c2ccc(OC)cc2)nc2ccc3ccccc3c12
48) CNC(=S)Nc1cc(OC)ccc1OC

Compound	41	42	43	44	45	46	47	48
MEKK2mut PB1 HTS	-2	.	-3	1	1	-13	0	2
VIM-2 inh	-1.1	-0.4	-3.7	-6.0	0.8	-2.2	-4.3	-1.4
M18AAP inhibitor	5	3	1	-8	-7	-13	5	4
SUMO HTRF inh	-15	8	16	16	3	29	-11	-6
DNA FID counter	-17	4	-8	-30	-23	-2	-4	2
IMP-1 inhibitor	-2.1	-3.3	-2.5	0.0	-1.2	-0.2	-4.8	-0.3
NALP1 yeast inh	10	19	-5	0	30	13	18	28
MEKK2wt PB1 HTS	94	.	97	101	95	91	106	103
HCV NS3 hel inh	1	6	0	1	6	2	2	-4

Four records drawn at random from those above, as already listed:
14) CN(C)c1cc(-c2cccc([N+](=O)[O-])c2)oc(=O)c1Cl
35) O=C(N/N=C1\CCc2ccccc21)c1ccncc1
19) Cc1ccc(CN2C(=O)CCC2C(=O)NCc2ccccc2Cl)cc1 (stereo not drawn)
30) COC(=O)[C@H](C)NC(=O)NCc1ccc(F)cc1

Compound	14	35	19	30
MEKK2mut PB1 HTS	-7	-5	1	-3
VIM-2 inh	1.9	-0.7	-4.2	-2.5
M18AAP inhibitor	-1	4	0	-3
SUMO HTRF inh	2	0	6	5
DNA FID counter	2	-1	-31	-5
IMP-1 inhibitor	-0.7	-1.7	-0.8	-6.0
NALP1 yeast inh	-4	25	16	16
MEKK2wt PB1 HTS	84	94	103	92
HCV NS3 hel inh	-2	-7	7	-3

Continuation.
49) O=C(c1ccc2c(=O)n(Cc3ccco3)c(=S)[nH]c2c1)N1CCN(Cc2ccccc2)CC1
50) Cc1nc(N2CCOCC2)nc(N2CCCCC2)c1[N+](=O)[O-]
51) COc1ccc(C2CCCN2C(=S)Nc2ccc(C)c(C)c2)cc1OC (stereo not drawn)
52) CC(C)c1cc(C(=O)NNC(=S)NCc2ccco2)c(O)c(C(C)C)c1
53) COc1ccc(CNc2oc(COc3ccc(Cl)cc3)nc2C#N)cc1
54) COc1ccc(CCN(C(=O)c2snc(C(N)=O)c2N)C(C(=O)NCC2CCCO2)c2ccc(F)cc2)cc1OC (stereo not drawn)
55) CN(Cc1ccccc1F)c1ncnc2sccc12
56) O=C(CSc1nc2ccccc2c(=O)[nH]1)Nc1nc(-c2ccc(Br)cc2)cs1

Compound	49	50	51	52	53	54	55	56
MEKK2mut PB1 HTS	3	6	-4	7	1	-2	1	-3
VIM-2 inh	-1.5	-2.5	-1.2	-3.1	-2.0	0.1	-1.0	-0.5
M18AAP inhibitor	3	-4	-2	5	-3	-2	8	-4
SUMO HTRF inh	4	-2	5	-12	1	10	4	-2
DNA FID counter	-26	-1	-17	-16	-16	-36	-13	-1
IMP-1 inhibitor	-1.8	-2.8	-1.2	-2.1	-3.8	-1.3	-3.1	1.7
NALP1 yeast inh	-5	24	1	-2	7	12	6	20
MEKK2wt PB1 HTS	104	109	99	102	106	103	103	98
HCV NS3 hel inh	-3	0	-10	29	-14	-15	-18	14

57) Cc1noc(C(=O)NCc2ccco2)c1Cl
58) Cc1ccc(-n2c(-c3ccccc3)nnc2-c2cccs2)cc1
59) Cc1ccc(S(=O)(=O)CCc2nnc(NC(=O)C3CCCO3)s2)cc1 (stereo not drawn)
60) O=C1CC(NNc2ccccc2)C(=O)N1c1cccc(Cl)c1 (stereo not drawn)

Compound	57	58	59	60
MEKK2mut PB1 HTS	-3	3	12	-4
VIM-2 inh	-1.1	-4.7	3.0	-1.6
M18AAP inhibitor	-2	3	0	8
SUMO HTRF inh	1	8	1	-9
DNA FID counter	4	-5	-3	-8
IMP-1 inhibitor	-2.5	-1.1	-0.5	-1.9
NALP1 yeast inh	-1	-64	0	-5
MEKK2wt PB1 HTS	103	106	108	89
HCV NS3 hel inh	-1	-2	-1	28
